# Compound activity: PubChem BioAssay, National Center for Advancing Translational Sciences (NCATS)
# VP16 counter = inhibits Gal4-VP16 luciferase reporter, ROR gamma counter-screen; Drosophila S2 Gal4-VP16 UAS-luciferase, luminescence, 20 h; Potency, µM (series often up to 53.6 µM), without a hit: top-dose activity, negative = inhibition, actives largely listed as inhibitors; actives 3.5% (n = 310,000); AID 2546;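 note: Gal4-VP16 expression switched on by copper sulfate through the metallothionein promoter; potency is the fitted concentration of half-maximal effect; % is set by controls: 0 for no effect and ±100 for the full control effect; nearly all actives have a fitted effect of over 50% in size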
# PKM2 act = PKM2 (human) enzyme activation | purified PKM2, Kinase-Glo ATP luminescence, activation; response scale: 0% is enzyme alone, no compound | actives 0.34% (n = 260,000) | Potency, µM (series often up to 57.5 µM), inactives show top-dose activation, usual class: activators; note: potency is the fitted concentration of half-maximal effect; % is set by controls: 0 for no effect and ±100 for the full control effect; nearly all actives have a fitted effect of over 55% in size
#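 ATP formation by purified human PK-M2, quantified via coupled luciferase luminescence after 1 h at room temperature with 0.1 mM ADP and 0.5 mM PEP final.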
# Menin-MLL TR inh = menin-MLL binding inhibition, Texas Red mutant peptide; O00255; Menin + Texas Red MLL mutant peptide, fluorescence polarization; Potency, µM (doses to about 61.6 µM), for the others: at the highest dose FP activity change, negative = inhibition, most hits filed as inhibitors; actives 0.23% (n = 270,000); AID 1768; active = well fitted inhibition curve with a large enough effect in the polarisation, with a control signal flat, not every such curve was filed as active; inconclusive = small, poorly fitted or top-dose-only effect, or effect the other way, or a change in a side signal; inactive = no such curve, though single readings can be large or run the other way; the % refers to the polarisation; note: potency is the fitted concentration of half-maximal effect; % of control where 0% means no effect; many of its hits are not listed in these tables
# Target sequence (O00255 whole entry, looked up): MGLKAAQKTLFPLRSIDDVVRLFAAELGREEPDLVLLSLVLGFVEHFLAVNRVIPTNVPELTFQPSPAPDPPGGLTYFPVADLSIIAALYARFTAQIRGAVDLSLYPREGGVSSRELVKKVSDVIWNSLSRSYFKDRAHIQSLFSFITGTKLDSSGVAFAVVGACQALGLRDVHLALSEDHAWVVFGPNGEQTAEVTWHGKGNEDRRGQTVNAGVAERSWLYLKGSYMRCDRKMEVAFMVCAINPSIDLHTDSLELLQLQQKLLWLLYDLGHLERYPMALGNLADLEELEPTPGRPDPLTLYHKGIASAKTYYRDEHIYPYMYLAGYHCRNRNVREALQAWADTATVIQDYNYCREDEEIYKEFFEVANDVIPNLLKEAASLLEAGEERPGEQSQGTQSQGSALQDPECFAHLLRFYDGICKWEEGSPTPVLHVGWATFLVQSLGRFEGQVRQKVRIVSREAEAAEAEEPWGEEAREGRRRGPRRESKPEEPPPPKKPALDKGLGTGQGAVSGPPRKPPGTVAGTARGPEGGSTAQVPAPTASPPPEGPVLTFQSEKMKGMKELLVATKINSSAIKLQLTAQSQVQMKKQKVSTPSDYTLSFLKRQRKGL
# RORgamma inh = ROR gamma (mouse) transcription inhibition; P51450; Drosophila S2 Gal4-RORgamma UAS-luciferase reporter, 20 h; Potency, µM (titrated, usually from 53.6 µM), for inactives: at the top dose activity change, negative = inhibition, actives largely listed as inhibitors; actives 5.4% (n = 310,000); AID 2551; note: potency is the fitted concentration of half-maximal effect; % is set by controls: 0 for no effect and ±100 for the full control effect; nearly all actives have a fitted effect of over 60% in size
#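 A Gal4/UAS one-hybrid system in insect cells: metallothionein-promoter Gal4–ROR gamma fusion plus Photinus luciferase reporter. Copper sulfate 700 uM final, 20 hr ambient incubation, luminescent detection after 10 min with reagent.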
# MBNL1-CUG inh = blocks human MBNL1 binding to CUG repeat RNA. Q9NR56. TR-FRET MBNL1-His/biotin-(CUG)12 binding, 665/545 ratio. Potency, µM (doses to about 57.5 µM), without a hit: at the highest dose activity change, negative = inhibition, hits mostly inhibitors. actives 0.036% (n = 280,000). AID 2675; active = well fitted inhibition curve with a large enough effect in the signal ratio, with a control signal flat, not every such curve was filed as active; inconclusive = small, poorly fitted or top-dose-only effect, or effect the other way, or a change in a side signal; inactive = no such curve, though single readings can be large or run the other way; the % refers to the signal ratio; note: potency is the fitted concentration of half-maximal effect; % is set by controls: 0 for no effect and ±100 for the full control effect
# Target sequence (Q9NR56 whole entry, looked up): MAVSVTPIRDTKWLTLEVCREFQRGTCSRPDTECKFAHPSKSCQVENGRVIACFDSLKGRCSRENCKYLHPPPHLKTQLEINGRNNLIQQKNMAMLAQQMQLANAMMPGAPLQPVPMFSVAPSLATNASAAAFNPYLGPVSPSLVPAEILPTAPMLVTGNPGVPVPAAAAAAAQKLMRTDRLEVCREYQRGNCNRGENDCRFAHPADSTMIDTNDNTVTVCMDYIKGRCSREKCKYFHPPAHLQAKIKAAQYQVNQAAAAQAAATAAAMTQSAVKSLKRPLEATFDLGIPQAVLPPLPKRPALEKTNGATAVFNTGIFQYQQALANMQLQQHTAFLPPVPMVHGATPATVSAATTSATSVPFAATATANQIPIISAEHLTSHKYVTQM
#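 TR-FRET readout: Ex 340 nm, 665/545 nm emission ratio, normalized to buffer-only (basal) and MBNL1-(CUG)12 controls. Complex of MBNL1-His with Biotin-(CUG)12, compounds 92 nM–58 uM, incubated 60 min at room temperature.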
# ELG1 DNA repair = blocks ELG1-dependent DNA repair in HEK293T cells. actives 2.3% (n = 330,000). HEK293T ELG1-luciferase reporter, luminescence, 16 h; DNA damage induced by 5-fluorouridine. AID 504467. Potency, µM (series often up to 46.1 µM), without a hit: at the top dose activity change, negative = inhibition, most hits filed as inhibitors; note: potency is the fitted concentration of half-maximal effect; % is set by controls: 0 for no effect and ±100 for the full control effect; nearly all actives have a fitted effect of over 55% in size
#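 In this reporter screen, reduction of luminescence relative to DMSO vehicle indicated activity. Compounds and 5-fluorouridine were added together to 2,000 cells per well, incubated for 16 hr at 37 °C, then developed with ONE-Glo.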
# Mito fusion yeast = blocks mitochondrial division or promotes mitochondrial fusion | actives 0.23% (n = 320,000) | S. cerevisiae fusion-defective mutant growth rescue, CellTiterGlo 48 h | Potency, µM (series often up to 46.1 µM), without a hit: top-dose growth rescue (activation), most hits filed as activators;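 note: potency is the fitted concentration of half-maximal effect; % of control where 0% means no effect; nearly all actives have a fitted effect of over 45% in size; temperature-sensitive fusion mutants such as fzo1-1 at 37 °C on non-fermentable ethanol glycerol medium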
#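 Read-out: ATP-based luminescence (CellTiterGlo, 10 min ambient) reporting growth of fusion-defective ts yeast after 48 hours at 37C on glycerol/ethanol YPEG medium in the presence of compound.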
# KCNH2 3.1 block = KCNH2 3.1 (human) potassium channel inhibition | U2OS KCNH2 3.1, thallium flux FluxOr; stronger effect = lower value | actives 0.95% (n = 340,000) | activity change, % (tested at about 1.8 µM);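 active = maximum activity change below -70%; inconclusive = maximum activity change from -70% to -50%; inactive = maximum activity change above -50%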;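 note: thallium influx rate constant from kinetic fluorescence after stimulation buffer; % is set by controls: 0 for no effect and ±100 for the full control effect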
#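 FluxOr-based Tl+ influx in U2OS cells transduced with KCNH2 3.1 virus; rate constants normalized to DMSO controls.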
# FLuc counter = firefly luciferase modulation, counter-screen for miR-21 project. Potency, µM (top dose mostly 57.5 µM), for the others: at the highest dose activity change, negative = inhibition, hits mostly inhibitors. actives 6.9% (n = 360,000). P08659. purified FLuc, Km substrates, luminescence inhibition. AID 588342;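 note: potency is the fitted concentration of half-maximal effect; plate controls were vehicle for no effect and reference inhibitor for full effect; nearly all actives have a fitted effect of over 55% in size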
#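 Purified P. pyralis luciferase (10nM final) with 10uM D-luciferin and 10uM ATP (Km levels) in 50mM Tris acetate pH 7.5, 10mM Mg acetate, 0.01% Tween-20, 0.05% BSA; qHTS 6-point titration, ~60 µM downward; luminescence read.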
# Rab9 promoter act = Rab9 promoter activation; AID 485297; Huh7 Rab9 promoter-luciferase reporter, luminescence, 24 h; actives 2.8% (n = 320,000); Potency, µM (highest dose often 9.22 µM), without a hit: top-dose activation, negative = inhibition, actives largely listed as activators; note: potency is the fitted concentration of half-maximal effect; % of control where 0% means no effect; nearly all actives have a fitted effect of over 60% in size
#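 Huh7 reporter line, Rab9 promoter upstream of luciferase. Compound exposure 24 h at 37 °C in reduced-serum medium with 10% FBS. Read-out: luminescence.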
# NPC1 prom act = activators of NPC1 promoter; Huh7 NPC1 promoter luciferase reporter, 24 h; Potency, µM (series often up to 9.22 µM), for inactives: at the highest dose activation, usual class: activators; actives 2.4% (n = 320,000); AID 485313;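 note: potency is the fitted concentration of half-maximal effect; % of control where 0% means no effect; nearly all actives have a fitted effect of over 60% in size; reporter is driven by a mutant NPC1 promoter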
#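 Cells: Huh7 expressing luciferase under the NPC1 promoter, 1500/well. Seeded 2 h, compound added, incubated 24 h at 37 °C. Luciferase reagent, 10 min ambient, then luminescence.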
# * marks the source's active call; other numbers are inactive results; ? = inconclusive; · = not tested or not shown; [ ] = another dose, or the depositor's remark. Unless noted, calls come from the whole dose curve; as a rule, active = well fitted curve in the direction sought with a large enough effect; inconclusive = small, poorly fitted or top-dose-only effect, or another doubt; inactive = no such curve, though single readings can be large; an effect the other way counts as inactive or inconclusive.
SMILES,VP16 counter,PKM2 act,Menin-MLL TR inh,RORgamma inh,MBNL1-CUG inh,ELG1 DNA repair,Mito fusion yeast,KCNH2 3.1 block,FLuc counter,Rab9 promoter act,NPC1 prom act
COCCNC(=O)c1c[nH]c2ccc(S(=O)(=O)Nc3ccccc3F)cc2c1=O,1%,·,1%,-1%,-3%,-4%,3%,-6,0%,3%,-4%
COc1ccccc1C(=O)Nc1ccc(S(=O)(=O)Nc2cc(C)nc(C)n2)cc1,3%,5%,-10%,-22%,1%,6%,-2%,3,3%,-9%,0%
CCN(CC)CCCN1C(=O)c2oc3ccccc3c(=O)c2C1c1cccc(OC)c1OC (stereo unspecified),2%,-1%,-7%,-5%,3%,-1%,-3%,7,1%,-6%,-1%
COc1ccc([N+](=O)[O-])cc1NC(=O)C(C)OC(=O)C1CCCC1 (stereo unspecified),-10%,4%,·,12%,-1%,-9%,3%,2,3%,-2%,-4%
O=C1CC(N2CCOCC2)C(=O)N1c1ccc(Cl)cc1 (stereo unspecified),-11%,-1%,·,0%,-8%,13%,-10%,6,-1%,-2%,-6%
Cc1cccc(N(C(=O)c2ccc(Cl)cc2)C2CS(=O)(=O)CC2OC(=O)c2ccc(Cl)cc2)c1 (stereo unspecified),-9%,3%,-5%,8%,-1%,-20%,2%,-49,1%,0%,?
O=S(=O)(NC1CCCCC1N1CCC(O)CC1)c1ccc(Cl)cc1 (stereo unspecified),-9%,·,-9%,-4%,1%,-4%,1%,1,1%,-2%,1%
Cc1ccc(C=Nc2ccccc2C(N)=O)s1,?,-6%,-2%,40%,-1%,18%,0%,5,-11%,-22%,-23%
CCCC(NC(=O)C(C)NC(=O)CO/N=C1\C=C2CCC3C4CCC(C(C)=O)[C@@]4(C)CCC3[C@@]2(C)CC1)C(=O)O (stereo partly specified),0%,·,?,2%,4%,-2%,3%,28,1%,-3%,-3%
COc1cc(/C=N/Nc2ccc(C(F)(F)F)cn2)ccc1O,5%,1%,?,-16%,6%,?,5%,-1,?,11%,1%
O=C(CN1CCCCCC1)NC(c1ccccc1)c1ccccc1,9%,7%,?,11%[1.91 µM],-14%,-2%,-3%,-82*,-1%,2%,-4%
Cc1ccc(C)c(S(=O)(=O)N2CCCN(C)CC2)c1,-18%,2%,-1%,8%,-4%,16%,1%,-90*,-2%,-7%,-1%
CCN(CC(=O)Nc1c(F)cccc1F)C(=O)CSc1nnc(-c2ccco2)n1CC,4%,-2%,·,-17%,0%,1%,0%,·,4%,15%,-2%
Cc1ccc2cccnc2c1NC(=S)NC(=O)c1ccccc1,3.5µM*,3%,19%,1.3µM*,0%,-4%,-2%,9,-2%,6%,14%
CC1=C(C)CC(C(=O)NNC(=O)c2ccccc2)C(C(=O)O)C1 (stereo unspecified),17%,1%,-9%,-16%,-6%,21%,-1%,-3,-1%,0%,6%
Cc1ccc(C)c(NC(=S)N/N=C/C(C)c2ccccc2)c1 (stereo unspecified),7.1µM*,-3%,-20%,0.56µM*,-4%,-4%,9%,22,-9%,-1%,-6%
Cc1cccc(N(C)S(=O)(=O)c2ccc3c(c2)C(C)(C)C(=O)N3C)c1,-10%,-9%,-1%,-19%,-2%,3%,3%,-2,-7%,3%,7%
CCOC(=O)C1CCCN(C(=O)/C=C/c2cc(OC)c(OC)c(OC)c2)C1 (stereo unspecified),-1%,·,-8%,-25%,3%,2%,-1%,-2,-1%,-2%,0%
O=C(CCOc1ccccc1)Nc1ccc(S(=O)(=O)Nc2ncccn2)cc1,·,·,·,·,·,15%,-3%,3,·,-1%,1%
COCCC(=O)N1CCC(Oc2ccc(C(=O)NC(C)CCn3cccn3)cc2)CC1 (stereo unspecified),-2%,-12%,·,2%,-1%,-16%,0%,-7,6%,1%,2%

# Results in RORgamma inh, Menin-MLL TR inh and Rab9 promoter act (2 entries from above):
SMILES	RORgamma inh	Menin-MLL TR inh	Rab9 promoter act
CCN(CC)CCCN1C(=O)c2oc3ccccc3c(=O)c2C1c1cccc(OC)c1OC (stereo unspecified)	-5%	-7%	-6%
COc1ccc([N+](=O)[O-])cc1NC(=O)C(C)OC(=O)C1CCCC1 (stereo unspecified)	12%	·	-2%

# Back to the main list; the four compounds before the break are reprinted first.
SMILES,VP16 counter,PKM2 act,Menin-MLL TR inh,RORgamma inh,MBNL1-CUG inh,ELG1 DNA repair,Mito fusion yeast,KCNH2 3.1 block,FLuc counter,Rab9 promoter act,NPC1 prom act
Cc1cccc(N(C)S(=O)(=O)c2ccc3c(c2)C(C)(C)C(=O)N3C)c1,-10%,-9%,-1%,-19%,-2%,3%,3%,-2,-7%,3%,7%
CCOC(=O)C1CCCN(C(=O)/C=C/c2cc(OC)c(OC)c(OC)c2)C1 (stereo unspecified),-1%,·,-8%,-25%,3%,2%,-1%,-2,-1%,-2%,0%
O=C(CCOc1ccccc1)Nc1ccc(S(=O)(=O)Nc2ncccn2)cc1,·,·,·,·,·,15%,-3%,3,·,-1%,1%
COCCC(=O)N1CCC(Oc2ccc(C(=O)NC(C)CCn3cccn3)cc2)CC1 (stereo unspecified),-2%,-12%,·,2%,-1%,-16%,0%,-7,6%,1%,2%
O=C(c1ccc(-c2ccc([N+](=O)[O-])cc2)o1)N1CCCCC1,16µM*,?,-13%,?,·,?,5%,6,6.7µM*,1µM*,4µM*
O=C(NNC(=O)c1csc(N2CCOCC2)n1)c1ccc(Cl)nc1,·,·,·,·,·,13%,-4%,-2,0%,-5%,0%
Cc1ccc(SCc2nc3ccccc3n2CC(=O)Nc2ccccc2)cc1,0%,1%,-3%,?,3%,-6%,3%,-12,15µM*,4%,-3%
C#Cc1ccc(CN2CCC(N3CCC(C(=O)NCc4ccccn4)CC3)CC2)cc1,-24%,·,·,18%,-1%,?,4%,1,1%,-9%,-1%
Cc1cc(O)ccc1N/C=C1\CCCC1=O,?,-22%,?,-30%,0%,?,1%,0,?,1%,3%
NS(=O)(=O)c1ccc(CNC(=O)c2cc(-c3cccnc3)nc3ccc(Br)cc23)cc1,-13%,1%,?,-26%,362%[activator],-7%,3%,29,2%,5%,-5%
CCn1cc(C(=O)O)c(=O)c2cc(F)c(N3CCN(C(=S)Nc4ccc(OC)cc4)CC3)cc21,-4%,6%,·,-23%,-10%,-16%,2%,-11,0%,-3%,-12%
CCOc1ccc2nc3c(cc2c1)CN(CCCO)C(=NCCOC)S3,18%,-4%,5%,44%,10%,?,16%,16,?,17%,13%
Cc1cc2nccc(-c3cccnc3)n2n1,-1%,7%,0%,-4%,23%,-14%,4%,9,-2%,1%,-1%
CCOc1cc(C2NC(=O)NC(c3ccccc3)=C2C(C)=O)ccc1OC(C)=O (stereo unspecified),-2%,-1%,-17%,15%,-5%,11%,1%,3,-2%,-3%,0%
O=C(Nc1ccccc1Br)c1ccc(N2CCCC2=O)cc1,·,·,·,·,·,?,4%,2,15µM*,2.5µM*,?
NS(=O)(=O)c1ccc(CCN2C(=O)CCC2=O)cc1,-5%,·,0%,26%,-2%,-6%,16%,-4,-1%,-5%,-5%
O=C(/C=C/c1cc(Br)ccc1F)OCC(=O)N1CCCC1,·,·,·,·,·,13%,4%,-16,1%,5%,3%
O=C(N/N=C/c1ccc(Cl)cc1)c1cc2c(s1)-c1ccccc1CC2,16%,-1%,?,10%,7%,-10%,1%,?,-2%,-10%,-17%
COc1ccc(NC(=O)N2CCCC2C(=O)NCC2CCCCC2)cc1 (stereo unspecified),-5%,-2%,0%,-3%,-11%,21%,29%,-3,-3%,13%,2%
COc1ccc(NC(=S)Nc2ccc3nc(C)c(C)nc3c2)cc1,-3%,2%,7%,11µM*,8%,-6%,-8%,5,-2%,-1%,-3%
COc1ccc(OC)c(/C=C2\Oc3cc(OCC(=O)N4CC(O)C[C@H]4C(=O)O)ccc3C2=O)c1 (stereo partly specified),-8%,-2%,6%,28%,?,2%,7%,-6,-16%,-3%,4%
O=C(CCC(=O)c1cccs1)NCc1ccccc1,-9%,-18%,-10%,-7%,?,5%,0%,-1,-15%,6%,0%

# The list is partial; the hit share may differ from the screen's.
